Tb hexokinase: T. brucei hexokinase 1 inhibition. recombinant TbHK1, G6PDH-coupled NADH A340. inhibition, % at 10 µM. 0.11% of 220,000 active. AID 1430;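 active = inhibition of 50% or more in the single-dose primary screen; inactive = inhibition below 50%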
EP2 mod: modulates human prostaglandin E2 receptor EP2 signaling; P43116; EP2-expressing cells, cAMP HTRF FRET, PGE2 co-stimulation; induction, % at 25 µM; 0.83% of 260,000 active; AID 940;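 active = compounds whose cAMP rise, as percent of the full-agonist control response, exceeds 60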;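 also: rat C6 glioma line stably carrying human EP2 under a CMV promoter; the protocol text gives 20 µM as final concentration; 100% = response of wells given 1 µM PGE2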
L929 necroptosis: blocks zVAD induced death of L929 cells | L929 zVAD necroptosis rescue, ATP luminescence, 24 h; with zVAD 60 µM | viability rescue, % at 10 µM | 0.38% of 220,000 active;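 active = activation, scaled between plate controls, above about 75%, limit read from the data; inactive = activation under that limit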;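 also: 0% = zVAD with DMSO and 100% = DMSO alone without zVAD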
Rad51 HR inh: blocks human Rad51 in homologous recombination. Q06609. hRad51 DNA strand exchange, fluorescence dequenching. inhibition, % at 10 µM. 0.085% of 200,000 active. AID 1385;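 active = inhibition above 40% at the single screening dose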;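 also: 0% = DMSO control wells and 100% = blanks with heterologous ssDNA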
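Read-out basis: percent inhibition relative to plate controls and blanks / Assay system: human Rad51 nucleoprotein filaments preassembled on unlabelled ssDNA / Timing: filaments 15 min 37 °C, then compound 30 min / Control set: per-plate controls and blanks / Technique: fluorescence dequenching at 485/520 nm / Compound: 10 µM final, single point / Also added: Fluorescein- and BHQ1-tagged 47-mer duplex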
m-calpain inh: inhibitors of pig calpain II | purified calpain II, fluorogenic peptide substrate, 30 min | inhibition, % at 16 µM | 0.37% of 220,000 active | AID 1236;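 active = inhibition above about 50%, limit read from the data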
EP2 antag: blocks the human prostaglandin E2 receptor EP2; P43116; C6 glioma cells expressing human EP2, cAMP TR-FRET; cells stimulated with saturating PGE2; inhibition, % at 25 µM; 0.52% of 260,000 active; AID 1422;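 active = percent inhibition above 40 after rounding to a whole number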;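 also: rat C6 glioma host cells with rolipram phosphodiesterase inhibitor present; the protocol text gives 20 µM as final concentration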
eIF4E 4G PPI: inhibitors of eIF4E and eIF4G interaction in translation initiation. P63073+Q04637. TR-FRET eIF4E-eIF4GI(517-606) binding, 2 h. inhibition, % at 21.7 µM. 0.37% of 220,000 active. AID 782;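 active = inhibition above about 30%, limit read from the data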;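 also: 0% = full FRET control wells and 100% = background wells lacking eIF4GI fragment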
14-3-3 Bad inh: disrupts binding of bovine 14-3-3 zeta to phospho-Bad peptide. P63103. TR-FRET 14-3-3zeta/Dy647-pBad peptide displacement, 1 h. inhibition, % at 21.7 µM. 0.71% of 220,000 active. AID 781;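 active = inhibition above about 70%, limit read from the data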;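 also: 0% = full 14-3-3 plus peptide FRET controls and 100% = background without 14-3-3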
Target sequence (P63103 whole entry, looked up): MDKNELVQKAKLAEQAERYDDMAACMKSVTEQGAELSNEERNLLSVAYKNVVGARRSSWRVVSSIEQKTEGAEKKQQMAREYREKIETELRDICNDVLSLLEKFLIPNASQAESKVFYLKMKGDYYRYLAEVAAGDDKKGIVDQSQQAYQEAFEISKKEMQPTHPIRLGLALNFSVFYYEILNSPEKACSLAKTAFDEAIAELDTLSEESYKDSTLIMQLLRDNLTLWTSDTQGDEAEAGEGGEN
Hck Nef HTS: blocks Nef-activated human Hck kinase; P08631; Recombinant Hck-YEEI plus Nef, Z-Lyte FRET kinase assay; inhibition, % at 20 µM; 0.68% of 220,000 active; AID 463187;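 active = Hck-Nef kinase inhibition above about 50%, limit read from the data; inactive = inhibition below that limit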;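 also: 0% = DMSO with Hck plus Nef and 100% = Hck alone without Nef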
Target sequence (P08631 whole entry, looked up): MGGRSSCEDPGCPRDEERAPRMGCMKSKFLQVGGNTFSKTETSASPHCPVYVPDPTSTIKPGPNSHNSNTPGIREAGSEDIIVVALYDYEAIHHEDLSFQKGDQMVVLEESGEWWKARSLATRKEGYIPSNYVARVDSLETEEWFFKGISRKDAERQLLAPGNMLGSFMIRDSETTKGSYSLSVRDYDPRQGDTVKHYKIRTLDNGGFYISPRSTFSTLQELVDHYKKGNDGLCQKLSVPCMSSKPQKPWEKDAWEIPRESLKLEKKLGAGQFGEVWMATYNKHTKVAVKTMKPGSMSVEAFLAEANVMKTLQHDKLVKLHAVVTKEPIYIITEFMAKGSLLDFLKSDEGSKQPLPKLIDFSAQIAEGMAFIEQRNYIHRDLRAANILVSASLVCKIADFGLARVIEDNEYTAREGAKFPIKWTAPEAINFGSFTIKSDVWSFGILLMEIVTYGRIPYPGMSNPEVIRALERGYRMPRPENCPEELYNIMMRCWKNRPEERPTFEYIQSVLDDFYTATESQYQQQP
Starred values were filed as active, the others as inactive; . = not tested or not shown; & = joins results of further samples; [ ] = another dose, or the depositor's remark. An excerpt; count on the stated rates, not on these rows.

Structure,Tb hexokinase,EP2 mod,L929 necroptosis,Rad51 HR inh,m-calpain inh,EP2 antag,eIF4E 4G PPI,14-3-3 Bad inh,Hck Nef HTS
Cc1n[nH]c(C)c1S(=O)(=O)N1CCCCCC1,-10,7,-0.8,2,20,18,0,-1,2
O=C(CCNC(=O)c1ccccc1Cl)Nc1nc(-c2ccccc2Cl)cs1,2,-48,.,.,33,7,0[fluorescence artefact?],-13,5
O=[N+]([O-])c1cc(/C=N/n2c(-c3cccnc3)n[nH]c2=S)ccc1Cl,-1,-45,-0.4,-35,-12,9,2,1[fluorescence artefact?],-102
Cc1csc(SCc2nc3scc(-c4ccccc4)c3c(=O)[nH]2)n1,0,7,27,-61,-50,6,-1,-13,27
CCCCn1cnc2c(c(-c3ccccc3)c(-c3ccccc3)n2Cc2ccco2)c1=N,2,-34,4.9,.,-3,17,1,-3,16
COc1ccc(C(=O)NNC2=NC(C)(C)Cc3ccccc32)cc1,20,-8,0.9,-3,8,4,2,-8,2
Cn1nccc1C(=O)Nc1ccc2c(c1)OCCO2,-8,-26,-0.7,.,8,2,0,-4,-3
CCOC(=O)c1cc2cc3ccccc3cc2[nH]1,-1,-32,0.1,-2,-106,13,-2,-4,9
Cc1ccc(NC(=O)CSc2nnc(NC(=O)CN3CCOCC3)s2)cc1,3,-4,1.0,3,20,6,5,0,0
Nc1cc(=O)[nH]n1C1CCCCC1,-2,13,-1.8,4,-28,9,0,-2,17
CCOC(=O)CN1C(=O)Nc2ccc(Br)cc2C1c1ccccc1 (stereo not drawn),5,10,0.0,-2,20,10,2,1[fluorescence artefact?],1
COc1ccc(C(=O)N2CC3(C)CC2CC(C)(C)C3)cc1 (stereo not drawn),3,23,0.2,-4,47,1,-5,9,0
CCCCOC(=O)Nc1ccc(C(=O)OCCC)cc1,10,10,0.8,3,11,6,-1,1,1
CCN(CC)S(=O)(=O)c1cc(OC)c(Cl)cc1Cl,-2,1,0.5,-8,-21,8,-4,9,3
Cc1ccnc(NC(c2ccncc2)c2c(C)[nH]c3ccccc23)c1 (stereo not drawn),-12,18,2.4,0,-20,7,6,-3,2
COc1ccc(N2C(=O)C(CC(=O)Nc3ccccc3)N(Cc3ccc4c(c3)OCO4)C2=O)cc1 (stereo not drawn),38,-1,-0.6,-7,5,6,3,2,4
CCOC(=O)/C(C#N)=C\c1ccc(CC)s1,-14,-20,0.3,7,21,10,-1,16,2
Cn1c(NCc2ccccc2O)nc2ccccc21,-2,12,0.5,2,0,9,5,11,-9
O=C1CC(O)(C(F)(F)F)Oc2c1ccc1ccccc21 (stereo not drawn),-5,-6,-0.3,-10,-200,23,8,11,1
CCOc1ccc(Br)cc1S(=O)(=O)Nc1cccc(S(=O)(=O)NC2=NCCC2)c1,-1,8,6.2,-1,-10,4,1,-3,-2
O=C(CCCOc1ccccc1)n1nnc2ccccc21,-1,-5,0.9,-1,25,3,2,36,2
C#CC(CC)(CC)NC(=O)c1c(C)noc1C,2,5,0.2,.,1,9,-6,-4,-1
CCOc1ncccc1C(=O)Nc1ccc(-c2cn3ccsc3n2)cc1,-37,-18,14,5,-423,9,-2,-12,-7
CCCCn1nnnc1SCC(=O)Nc1ccc(N(C)C)cc1,-4,16,-0.8,3,-15,11,12,-7,-20
CCN1CCN(C(=O)CS(=O)(=O)Cc2nc(-c3ccc(C)cc3)oc2C)CC1,0,-13,-0.1,1,3,13,0,4,-2
COc1cc(C2C(Oc3ccccc3C)C(=O)N2Cc2ccc(F)cc2)cc(OC)c1OC (stereo not drawn),-8,29,-0.1,11,-2,3,5,-12,3
C=CCSc1n[nH]c(-c2ccc(OCCC)cc2)n1,3,3,0.3,3,3,2,2,4,6
COc1cc(CCC(=O)OCn2nnc3ccccc3c2=O)cc(OC)c1OC,-3,-15,0.1,-4,-38,11,-7,-2,1
CCOc1nc(-c2ccccc2)ccc1-c1noc(-c2ccco2)n1,-11,38,-0.8,2,-28,13,2,-3,10
COc1ccc(-n2cc(-c3ccccc3)c3c(N4CCN(CCO)CC4)ncnc32)cc1,-22,-9,-0.3,-7,-51,2,5[fluorescence artefact?],-20,6

Already shown: an excerpt of the list.
Structure,Tb hexokinase,EP2 mod,L929 necroptosis,Rad51 HR inh,m-calpain inh,EP2 antag,eIF4E 4G PPI,14-3-3 Bad inh,Hck Nef HTS
O=C1CC(O)(C(F)(F)F)Oc2c1ccc1ccccc21 (stereo not drawn),-5,-6,-0.3,-10,-200,23,8,11,1
CCOc1ccc(Br)cc1S(=O)(=O)Nc1cccc(S(=O)(=O)NC2=NCCC2)c1,-1,8,6.2,-1,-10,4,1,-3,-2
O=C(CCCOc1ccccc1)n1nnc2ccccc21,-1,-5,0.9,-1,25,3,2,36,2
C#CC(CC)(CC)NC(=O)c1c(C)noc1C,2,5,0.2,.,1,9,-6,-4,-1
CCOc1ncccc1C(=O)Nc1ccc(-c2cn3ccsc3n2)cc1,-37,-18,14,5,-423,9,-2,-12,-7
CCCCn1nnnc1SCC(=O)Nc1ccc(N(C)C)cc1,-4,16,-0.8,3,-15,11,12,-7,-20
CCN1CCN(C(=O)CS(=O)(=O)Cc2nc(-c3ccc(C)cc3)oc2C)CC1,0,-13,-0.1,1,3,13,0,4,-2
COc1cc(C2C(Oc3ccccc3C)C(=O)N2Cc2ccc(F)cc2)cc(OC)c1OC (stereo not drawn),-8,29,-0.1,11,-2,3,5,-12,3
C=CCSc1n[nH]c(-c2ccc(OCCC)cc2)n1,3,3,0.3,3,3,2,2,4,6
COc1cc(CCC(=O)OCn2nnc3ccccc3c2=O)cc(OC)c1OC,-3,-15,0.1,-4,-38,11,-7,-2,1
CCOc1nc(-c2ccccc2)ccc1-c1noc(-c2ccco2)n1,-11,38,-0.8,2,-28,13,2,-3,10
COc1ccc(-n2cc(-c3ccccc3)c3c(N4CCN(CCO)CC4)ncnc32)cc1,-22,-9,-0.3,-7,-51,2,5[fluorescence artefact?],-20,6

The list continues:
Structure,Tb hexokinase,EP2 mod,L929 necroptosis,Rad51 HR inh,m-calpain inh,EP2 antag,eIF4E 4G PPI,14-3-3 Bad inh,Hck Nef HTS
CCOc1ccccc1OCC(=O)NC1CCCCC1,-7,9,0.3,3,-41,7,2[fluorescence artefact?],1[fluorescence artefact?],-2
O=C(N/N=C/c1cccc([N+](=O)[O-])c1)c1cc2c(ccc3ccccc32)o1,-12,14,0.0,.,-34,.,-47[fluorescence artefact?],69[fluorescence artefact?],12
O=C(c1ccccc1)N1CCN(C(=O)N2CCOCC2)CC1,-4,8,0.6,-8,-5,7,-7[fluorescence artefact?],5,20
CCNC(=O)Cn1c(=O)c2c(ncn2Cc2ccccc2)n(Cc2ccccc2)c1=O,-2,16,0.0,-2,10,7,-1,11,0
C=CCOc1ccc(/C=N/NC(=O)CN(c2cc(Cl)ccc2OC)S(=O)(=O)c2ccc(C)c([N+](=O)[O-])c2)cc1,15,-13,0.6,-4,4,8,0,19,-2
O=C(N/N=C/c1c(F)c(F)c(F)c(F)c1F)c1cccc(S(=O)(=O)N2CCOCC2)c1,-7,-10,2.7,3,-24,5,0,-5,6
CC(C)CN(C(=O)CN1CCc2ccccc21)c1c(N)n(CC(C)C)c(=O)[nH]c1=O,0,19,1.6,-6,-8,3,-1,-9,3
NC(=O)COC(=O)c1ccc(NS(=O)(=O)c2ccc3c(c2)OCCO3)cc1,3,-4,-0.4,19,0,3,-7,1,22
Cc1nc2nc(SCC(=O)c3ccccc3)[nH]c2cc1Br,-9,-31,0.8,-18,-19,7,0,-3,16
COc1ccc(Nc2n[nH]c(N)c2C(N)=O)cc1,0,19,13,-5,-96,14,-6,-4,65*
O=C(NCC1CCCO1)C(c1cccs1)N(Cc1ccccc1Cl)C(=O)c1ccc(-c2ccccc2)[nH]1 (stereo not drawn),4,47,1.0,-1,-22,15,-4,10,0
CCC(=O)Nc1ccc(NC(=O)CSc2nnnn2C(C)C)cc1,0,21,-0.1,-3,-8,1,7[fluorescence artefact?],2,1
CCNc1nc(SC(C)C(=O)OC)nc(N(C)C)n1 (stereo not drawn),2,-12&0,-0.2,-3,26,8&4,2,8,2
Cc1ccc(C2NC(c3ccc(C)cc3)C([N+](=O)[O-])C(C)(C)C2[N+](=O)[O-])cc1 (stereo not drawn),0,-19,-1.1,3,5,7,-3[fluorescence artefact?],5[fluorescence artefact?],2
COc1ccc(C(=O)n2nc(C#N)c(C#N)c2N)cc1,-2,8,1.0,12,-14,1,2,-1,-6
COc1ccccc1N(CC(=O)Nc1ccccc1C(=O)NCC(C)C)S(C)(=O)=O,-1,-19,-0.5,-4,0,9,0,40,-5
CCCn1nnc(NC(=O)c2ccccc2Cl)n1,-5,-19,0.3,0,5,5,7,-2,-1
Cn1c(=O)c2c(-c3ccccc3)n(Cc3ccccn3)cc2n(C)c1=O,-2,4,0.8,-7,-37,-3,-4,7,5
O=C(c1ccccc1)c1c[nH]c(C(=O)NNc2cccc(Cl)n2)c1,1,-48,1.9,16,29,17,-5,-2,14
COCCNC(=O)CN(C(=O)Cn1nnc2ccccc21)c1ccc(C)cc1,-4,5,17,-10,-5,1,0,-7,17
S=C(Nc1ccccc1)N1CCN(Cc2ccccc2)CC1,-1,-13,-0.1,-1,26,5,-12,-5,-4
NC(=O)NOCc1c(Cl)cccc1Cl,0,11,3.5,1,-6,6,3,-2,5
Cc1cc(C)n2nc(SCc3nnc(-c4ccc(F)cc4)o3)nc2n1,-4,-5,0.5,5,-55,7,0,-6,12
O=C(CSc1nc(O)cc(=O)[nH]1)N1CCCc2ccccc21,-2,15,1.1,2,-7,13,1,8,1
O=C(NCc1ccc(Cl)cc1)C1CCN(S(=O)(=O)c2ccccc2)CC1,-9,-33,1.9,0,19,8,-2,-7,12
N=C1SCC(=O)N1/N=C/c1ccccc1,-25,22,2.3,14,-4,6,2,-6,19
COc1ccc(Cl)cc1N(CC(=O)Nc1cccc(SC)c1)S(C)(=O)=O,-3,-53,1.4,-5,-31,3,0,6,2
COCc1cc(C)n(CC(=O)N2CCCC2)c(=O)c1C#N,-18,6,-0.6,19,-87,5,2,-6,7
Cc1nc2cc(NC(=O)NCc3ccco3)ccc2n1C,1,7,0.0,3,10,8,2,7,1
CC1(C)CC(=O)C(N=Nc2c(F)cccc2F)=C(O)C1,-57,-7,-0.9,5,-2,18,0,-7,16
CCCc1c(C(=O)Nc2ccc(F)cc2F)cnn1-c1ccccc1,-3,-26,1.4,-5,-2,13,0,-1,13
C=CCn1c(=NC(=O)c2ccc(S(=O)(=O)N3CCCC3)cc2)sc2cc(NC(C)=O)ccc21,-28,25,3.7,-7,-317,10,6,54,35
Cc1ccc(-c2nnc(SCC(=O)N/N=C/c3ccccc3C(=O)O)n2-c2ccc(C)cc2)cc1,-8,23,0.8,.,2,2,-1,-6,27

A different layout for 2 compounds above.
Results follow in this order: Tb hexokinase | EP2 mod | L929 necroptosis | Rad51 HR inh | m-calpain inh | EP2 antag | eIF4E 4G PPI | 14-3-3 Bad inh | Hck Nef HTS
> CCCc1c(C(=O)Nc2ccc(F)cc2F)cnn1-c1ccccc1
  -3 | -26 | 1.4 | -5 | -2 | 13 | 0 | -1 | 13
> COc1ccc(N2C(=O)C(CC(=O)Nc3ccccc3)N(Cc3ccc4c(c3)OCO4)C2=O)cc1 (stereo not drawn)
  38 | -1 | -0.6 | -7 | 5 | 6 | 3 | 2 | 4
